HCV inh – inhibitors of hepatitis C virus infection; Huh7.5.1 HCVcc-Cre infection, luciferase reporter, 44 h; Potency, µM (highest dose often 41.8 µM), inactives show at the highest dose activity change, negative = inhibition, actives largely listed as inhibitors; 3.4% of 340,000 active; AID 651820; active means well fitted inhibition curve with a large enough effect; inconclusive means small, poorly fitted or top-dose-only effect, or another doubt; inactive means no such curve, though single readings can be large or run the other way
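HCVcc-Cre virus at an moi near 0.5 was added right after compound to cells cultured 4 h from seeding (1,000 cells/well). Luciferase activity was determined 44 h later, 15 min after substrate addition at RT.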
* = called active by the depositor; u = inconclusive; [ ] = another dose, or the depositor's remark. On the % scale 0 is the no-effect control and ±100 the full control effect; potency means the concentration at half of the fitted maximal effect.

SMILES	HCV inh
COc1cc(C2c3cc4c(cc3CC3COC(=O)C32)OCO4)cc(OC)c1O (centres undefined)	u
CCC(=O)Nc1nonc1-c1nc2ccccc2n1Cc1ccc(Cl)c(Cl)c1	4.1%
Cc1ccc(CN2CC(C(=O)N(CC(C)C)c3c(N)n(Cc4ccccc4)c(=O)[nH]c3=O)CC2=O)cc1 (centres undefined)	27.1%
C[C@H](CO)N1C[C@H](C)[C@@H](CN(C)Cc2ccccc2)Oc2c(NS(=O)(=O)c3ccc(F)cc3)cccc2C1=O	21.4%
CCOC(=O)CC(SP1(=S)OCC2(CCCCO2)C(C2CCCCO2)O1)C(=O)OCC (centres undefined)	-0.3%
Cn1cnc(C(=O)NCc2ccc(CNC(=O)OC(C)(C)C)cc2)c1C(=O)NCc1ccc(CNC(=O)OC(C)(C)C)cc1	u
CN(C(=O)/C=C/c1ccccc1)C1CCCCC1	-3.6%
CC1CC(=NNC(=O)C2COc3ccccc3O2)CC(C)(C)C1 (centres undefined)	-16.6%
Cc1c(Cl)cccc1NC(=S)C(=C([O-])c1ccc(Cl)s1)[n+]1ccccc1	-19.0%
C[C@@H]1CN([C@H](C)CO)C(=O)Cc2cc(NC(=O)Nc3ccccc3)ccc2O[C@@H]1CN(C)C(=O)Nc1ccc2c(c1)OCO2	-12.9%
CC1CCN(S(=O)(=O)c2ccc(NC(=O)C3CCCCC3C(=O)O)cc2)CC1 (centres undefined)	5.4%
COc1ccccc1NS(=O)(=O)c1cccc(NC(=O)c2cncc(Br)c2)c1	12.6µM*
CN(C)c1ccc(/C=C(/C#N)C(=O)Nc2nc3c(s2)CCN(Cc2ccccc2)C3)cc1	u
O=C1NC(=O)C(Cc2ccccc2)(Cc2ccccc2)C(=O)N1Cc1ccccc1	-24.0%
CCCCCSc1nc2c(c(=O)[nH]c(=O)n2C)n1CC	22.7%
Cc1ccc(OC(=O)CCC(=O)Nc2ccc(C)c(C)c2)cc1	7.0%
COc1ccc(C(=O)CN2C(=O)NC3(CCCCCC3)C2=O)cc1	4.8%
CC1(C)SC(C)(C)N(C=O)C1C(=O)O (centres undefined)	-1.0%
CCN(C(=O)COC(=O)c1ncc(Cl)c(Cl)c1Cl)c1c(N)n(Cc2ccccc2)c(=O)[nH]c1=O	15.1%
CC(C)C[C@@H](CN)NC(=O)c1nc[nH]c1C(=O)N[C@@H](C)C(=O)CNC[C@H](CC(C)C)NC(=O)c1nc[nH]c1C(=O)N[C@@H](CC(=O)O)C(=O)O	23.6%
CC12C(C(=O)O)C1(c1ccccc1)C2C(=O)O (centres undefined)	1.3%
CCN(C(=O)COC(=O)c1c2c(nc3ccccc13)CCC2)c1c(N)n(Cc2ccccc2)c(=O)[nH]c1=O	u
CC(=O)C[C@H]1c2cc(C(F)(F)F)ccc2S(=O)(=O)N1C1CCCC1	1.2%
COc1cc2c(cc1OC)C13CCN4CC5=CCOC6CC(=O)N2C1C6C5C3C4 (centres undefined) (tested in a mixture with another compound)	6.1%
O=C(NCCNC(=O)c1ccccc1[N+](=O)[O-])c1ccccc1[N+](=O)[O-]	12.9%

Part of the list above in order of count of non-hydrogen atoms, ascending:
SMILES	HCV inh
CCCCCSc1nc2c(c(=O)[nH]c(=O)n2C)n1CC	22.7%
CC1CC(=NNC(=O)C2COc3ccccc3O2)CC(C)(C)C1 (centres undefined)	-16.6%
CC(=O)C[C@H]1c2cc(C(F)(F)F)ccc2S(=O)(=O)N1C1CCCC1	1.2%
CCOC(=O)CC(SP1(=S)OCC2(CCCCO2)C(C2CCCCO2)O1)C(=O)OCC (centres undefined)	-0.3%
CCN(C(=O)COC(=O)c1ncc(Cl)c(Cl)c1Cl)c1c(N)n(Cc2ccccc2)c(=O)[nH]c1=O	15.1%

Single entries from above.
`CCN(C(=O)COC(=O)c1ncc(Cl)c(Cl)c1Cl)c1c(N)n(Cc2ccccc2)c(=O)[nH]c1=O` @ HCV inh: 15.1%
`CN(C(=O)/C=C/c1ccccc1)C1CCCCC1` @ HCV inh: -3.6%
`Cc1ccc(CN2CC(C(=O)N(CC(C)C)c3c(N)n(Cc4ccccc4)c(=O)[nH]c3=O)CC2=O)cc1` (centres undefined) @ HCV inh: 27.1%
`CC1CCN(S(=O)(=O)c2ccc(NC(=O)C3CCCCC3C(=O)O)cc2)CC1` (centres undefined) @ HCV inh: 5.4%

New compounds follow.
SMILES	HCV inh
CN(C)C(CNC(=O)c1cc(S(=O)(=O)N2CCOCC2)ccc1F)c1cccs1 (centres undefined)	4.7%
CS(=O)(=O)c1ccc(Cl)c(NC(=O)COC(=O)CCN2C(=O)C3CC=CCC3C2=O)c1 (centres undefined)	6.9%
COCCNC(=O)C1Nc2ccc(OC(F)(F)F)cc2C2C=CCC12 (centres undefined)	-13.6%
O=C1Cc2cc(S(=O)(=O)NCc3ccc(F)cc3)ccc2N1	-6.0%
O=C(Oc1ccccc1)c1ccccc1	24.2%
CCOc1ccc(NC(=O)c2ccc(NC(=O)c3ccc(NC(N)=O)cc3)cc2)cc1	-22.2%
COc1ccc(CCNC(=O)C2CCN(Cc3nc(-c4ccc(Cl)cc4)oc3C)CC2)cc1OC	u
COc1ccc(-c2cc(-c3ccccc3)c(C#N)c(SCC(=O)O)n2)cc1	6.1%
O=C(O)c1c[nH]c2ccc([N+](=O)[O-])cc2c1=O	10.8%
COC(=O)c1ccc(NS(=O)(=O)c2ccc(S(=O)(=O)N3CCOCC3)cc2)cc1	13.2%
CSc1nc2[nH]c(=O)n(O)c(=O)c2n1Cc1ccccc1	-10.6%
COP(=O)(OC)c1ccc(NCc2cc(O)ccc2O)cc1	4.0%
COCCCNC(=O)C[C@H]1C[C@H](C(=O)N2CCOCC2)[C@@]2(CCC3CCCC3)c3[nH]c4cc(CCC(=O)N(C)C)ccc4c3CCN2C1=O	26.1%
Cc1ccnc(NC(c2ccccc2)c2ccc3cccnc3c2O)c1 (centres undefined)	12.6µM*
COc1cccc(NC(=O)CN(C)C(=O)c2cc(S(=O)(=O)Nc3ccccc3OC)ccc2C)c1	u
CC(C)CCN1CCC(CN2C(=S)NC[C@@H]2Cc2ccccc2)CC1	27.4%
Cc1c(C(=O)N2CCCCC2)oc2ccccc12	-3.4%
COc1cccc(OC)c1C(=O)OCc1c(-c2ccccc2)ncc2ccccc12	-24.7%
NC(=S)NN=C1c2cc(Cl)ccc2-c2c1cc(Cl)cc2[N+](=O)[O-]	u
O=C(O)CCCCCN1C(=O)/C(=C/c2cn(-c3ccccc3)nc2-c2cccs2)SC1=S	-8.8%
CC(=O)C1(O)CCC2C3CCC4CC(=O)CCC4(C)C3C(=O)CC21C (centres undefined)	18.9%
NS(=O)(=O)c1cccc(NC(=O)c2ccc(NS(=O)(=O)c3cccc([N+](=O)[O-])c3)cc2)c1	0.6%
CCOC(=O)c1ccc(S(=O)(=O)Nc2cc(S(=O)(=O)N3CCOCC3)ccc2O)cc1	2.7%
CN(NC(=O)Nc1ccc(Cl)cc1)c1ncc(C(F)(F)F)cc1Cl	u
CC1CNCCN1c1ccc(Cl)cc1 (centres undefined)	30.2%

An excerpt of these results, bar-delimited.
Compound | HCV inh
COc1ccc(-c2cc(-c3ccccc3)c(C#N)c(SCC(=O)O)n2)cc1 | 6.1%
COC(=O)c1ccc(NS(=O)(=O)c2ccc(S(=O)(=O)N3CCOCC3)cc2)cc1 | 13.2%

Next part
SMILES	HCV inh
CN(Cc1ccccc1)C(=O)COC(=O)COc1ccc(Cl)cc1	0.7%
C[C@@H]1CCCCCCCCC(=O)OCCN[C@H](C)CCCCCCCCC(=O)OCCN[C@H](C)CCCCCCCCC(=O)OCCN1	5.4%
O=C(CSc1nnc2ccccn12)NC(=O)c1ccccc1Cl	-0.3%
CC1CCN(C(=O)Cn2cc([N+](=O)[O-])ccc2=O)c2ccccc2S1 (centres undefined)	-5.6%
COc1ccc(Cl)cc1C(=O)OCC(=O)N1CCCC(C)C1 (centres undefined)	-1.9%
O=C(CN1C(=O)NC2(CCCCCCC2)C1=O)Nc1c(Cl)cccc1Cl	9.4%
COc1ccccc1-c1oc2ccccc2c1C#CC1(O)CCCCC1	-22.4%
CN1Cc2cnnn2-c2ccccc2C1c1ccccc1 (centres undefined)	-3.1%[8.37 µM]
CCN(CCS(=O)(=O)c1ccc(Br)cc1)Cc1nc2ccccc2c(=O)[nH]1	-11.5%
COc1cc(/C=N/NC(=O)c2ccoc2C)cc(OC)c1OC	-9.6%
CC1=Nc2nc(N3CCCCCC3)c(C#N)c3c4c(nc(c23)N1)N(c1ccc2ccccc2c1)C(=O)C4	-6.0%
C#CCOCCOCCOCCNc1nc(N2CCN(C(=O)[C@H]([C@@H](C)CC)n3cc([C@@H](N)CO)nn3)CC2)nc(N2CCN(C(=O)[C@H](CCCCN)n3cc([C@@H](N)CO)nn3)CC2)n1	17.2%
Cc1ccc(NC(=O)COC(=O)c2ccc(OC(F)F)cc2)cc1S(=O)(=O)N1CCCCC1	-19.6%
CC(C)(C)OC(=O)C[C@@H]1C/C=C\C[C@H](CC(=O)NCCO)C(=O)N[C@H](Cc2ccccc2)COC1=O	-3.9%
COC(=O)[C@@]1(C)[C@H]2C(=O)N(C)C(=O)[C@H]2[C@H]2CN=C(SCc3ccccc3)N21	-3.6%[8.37 µM]
CC[C@]12c3[nH]c4ccc(OC)cc4c3CCN1C(=O)C(CC(=O)NCCCOC)C[C@@H]2C(=O)N1CCN(C(=O)C2CC2)CC1 (some centres undefined)	-11.0%
CCOC(=O)C1=CN(Cc2cccc(-c3ccc(Cl)nc3)c2)S(=O)(=O)N(C)C1C (centres undefined)	u
C=CC[C@H](CC(=O)NCCO)C(=O)N[C@H](COC(=O)[C@@H](CC=C)CC(=O)OC(C)(C)C)Cc1c[nH]c2ccccc12	6.3%
CC[C@]12c3[nH]c4cc(-c5ccco5)ccc4c3CCN1C(=O)[C@@H](CC(=O)NCCN1CCOCC1)C[C@@H]2C(=O)N1CCN(C(=O)c2ccco2)CC1	5.2%
CC1(C)OC2CC3C4CC=C5CC(O)CCC5(C)C4CCC3(C)C2(C(=O)CO)O1 (centres undefined)	2.1%
COCCN(C(=O)c1cc(-c2ccccc2Cl)nc2ccccc12)c1c(N)n(CC(C)C)c(=O)[nH]c1=O	5.8%
O=C(Nc1ccc(Cl)c(S(=O)(=O)N2CCOCC2)c1)C1=NN(c2ccccc2)C(=O)CC1	u
C=CC[C@@H](Cc1ccc(F)cc1)C(=O)OC[C@@H]1CCCN1C(=O)[C@H](CC=C)CC(=O)N[C@H](CO)Cc1ccccc1	u
CCCCn1cnc2c(c(CC#N)nn2-c2ccccc2)c1=N	u
CC1(C)Nc2cccc3cccc(c23)N1	7.1%
SMILES	HCV inh
Nc1cc(C(=O)OCC(=O)NCCC2=CCCCC2)ccc1Cl	2.5%
COC(=O)C1=C(c2cc3ccccc3s2)C[C@@H]2CC[C@H]1N2C(=O)NC(C)C	-26.4%
O=C(O)C1CC2(Cl)C(Cl)=C(Cl)C1(Cl)C2(Cl)Cl (centres undefined)	16.2%
O=C(Cc1ccc([N+](=O)[O-])cc1)Nc1cccc(C(=O)N2CCCCC2)c1	u
CCOC(=O)N1CCN(C(=O)C2CCCN(c3ncnc4c3sc3cccc(F)c34)C2)CC1 (centres undefined)	-7.0%
CC(C)[C@H](NC(=O)c1ccccc1Cl)C(=O)Nc1ccc(S(=O)(=O)Nc2nccs2)cc1	19.9%
COc1ccc(NC(=O)Cc2cccs2)cc1S(=O)(=O)N1CCCCC1	-4.6%
O=C(Oc1ccccc1)c1ccccc1C(=O)Oc1ccccc1	-4.6%
O=C(C[C@@H]1C/C=C\C[C@H](Cc2ccc(F)cc2)C(=O)OC[C@@H](c2ccccc2)NC1=O)NCCO	9.8%
CCOc1ccccc1N1CCN(C(=O)c2ccc3nc(N)sc3c2)CC1	u
CC(C)(C)[C@H]1COC(=O)CC/C=C\C[C@@H](CC(=O)N[C@H](CO)Cc2ccccc2)C(=O)N1	14.8%
CC1CCCN1c1ccnc2cc(Cl)ccc12 (centres undefined)	u
NC(=O)C1=C[C@@H](C2CCCCC2)C[C@@H](OCc2ccc(CO)cc2)O1	u
C=C(C)C(=O)Oc1ccc(N=Nc2ccc(C)cc2)ccc1=O	11.2µM*
CC(=O)N[C@@H]1CC[C@@]2(O)[C@H]3Cc4ccc(O)c5c4[C@@]2(CCN3CC2CC2)[C@@H]1O5	27.0%
CN(C(=O)CSc1nnnn1-c1ccc(O)cc1)C1CCCCC1	7.5%
CCOC(=O)c1ccc2[nH]c(C)c(C)c2c1	-7.1%
Cc1ccc(C2(C)NC(=O)N(CC(=O)NCCN3C(=O)S/C(=C\c4cccnc4)C3=O)C2=O)cc1 (centres undefined)	u
COc1ccc(C2CC(=O)c3c(O)cc(O)cc3O2)c(CC=C(C)C)c1OC (centres undefined)	-29.0%
COc1cccc2nc3c(C(=O)NCCN(C)C)cccc3cc12	u
CC(=O)c1ccc(NC(=O)CN2C(=O)NC3(CCCc4ccccc43)C2=O)cc1 (centres undefined)	3.0%
COC(=O)C1=C(c2cccc(OC)c2OC)C[C@@H]2CC[C@H]1N2C(=O)N1CCC(O)CC1	13.3%
CN(C)S(=O)(=O)c1ccc(/C(O)=C2/C(=O)C(=O)N(CCCN3CCOCC3)C2c2ccncc2)cc1 (centres undefined)	10.1%
CC(CCCN(C)C)C(Cc1ccccc1)c1ccccc1 (centres undefined)	u
O=C1CC(c2ccc(O)cc2)Oc2cc(O)ccc21 (centres undefined)	9.0%
SMILES	HCV inh
CCCCCCC[C@@H](C/C=C/CCC(=O)O)OC	-2.7%
CCCc1cc(=O)[nH]c(SCC(=O)Nc2ccc(N3CCCCC3)cc2)n1	12.9%
COc1ccc(NC(=O)c2oc3ccccc3c2NC(=O)c2ccc(OC)c(OC)c2)c(OC)c1	2.0%
COc1ccc(-c2sc3cc(OC)c(OC)cc3c2-c2ccc(O)cc2)cc1	28.2µM*
C[C@H]1CN([C@@H](C)CO)C(=O)c2cc(NC(=O)C3CCCCC3)ccc2O[C@H]1CN(C)Cc1ccc(-c2ccccc2)cc1	-28.7%
CC(=O)c1ccc(OCCCC(=O)Nc2nnc(C3CC3)s2)cc1	-3.8%

High-throughput results: PubChem BioAssay, National Center for Advancing Translational Sciences (NCATS)

A portion of the library. The share of hits here may be higher or lower than overall.
